Efflux pump mplx: antifungal efflux pump inhibition, Nile Red retention. S. cerevisiae Candida pump triplex. inhibition, % at 10 µM. AID 485275. 330,000 compounds, 0.44% hits;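 active means plate passing quality check with inhibition over a set limit, or well fluorescence over plate mean plus 4 SD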;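 further: Nile Red retained in pooled yeast measured as flow cytometry median fluorescence; 0% = buffer negative control and 100% = Enniatin B positive control; higher means more Nile Red kept so more efflux inhibition; some compounds called inactive have numbers as strong as hits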
CR mimetic SO: yeast age-related superoxide inhibition as caloric restriction mimetic; S. cerevisiae aged cells, superoxide DHE fluorescence; stronger effect = lower value; superoxide response (% of plate mean), % at 10 µM; 330,000 compounds, 0.18% hits; AID 2690;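 active means superoxide response under a set limit, about three screen SD below normal, cut at about 65% in these data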;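 further: yeast aged for seven days with compound at 30 °C before DHE staining; 100% = average MFI of all compound-treated wells on the plate with controls excluded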
Fam108B inh: Fam108B inhibition, counter-screen for RBBP9 inhibitors | recombinant Fam108B, FP-Rh probe fluorescence polarization | inhibition, % at 9.51 µM | 300,000 compounds, 0.33% hits | AID 1947;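 active means inhibition above the screen mean inhibition plus 3 SD, computed separately per campaign, cut at about 18% in these data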;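 further: inhibitors lower polarization as less probe binds the enzyme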
GLD-1 TGE inh: GLD-1-TGE RNA interaction inhibition (C. elegans); purified GLD-1 + fluorescein TGE RNA, fluorescence polarization; inhibition, % at 5.96 µM; 320,000 compounds, 0.44% hits; AID 2280;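 active means percent inhibition above a per-plate cutoff, the plate mean of test compounds plus 3 SD, cut at about 30% in these data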;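 further: 0% = DMSO wells with GLD-1 and probe and 100% = wells lacking GLD-1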
EBNA-1 inhibitor: blocks EBNA-1 binding to DNA. EBNA-1 DNA binding, fluorescence polarization. inhibition, % at 14.8 µM. 300,000 compounds, 0.34% hits. AID 1950; in the data active means inhibition above about 28%
MCL1-BIM inh: disrupts human MCL1 binding to BIM-BH3 peptide. Q07820. GST-MCL1 / FITC-Bim-BH3 fluorescence polarization. inhibition, % at 10.9 µM. 320,000 compounds, 0.68% hits. AID 2057;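 active means inhibition above the mean inhibition of all tested compounds plus 3 SD, set per campaign, cut at about 40% in these data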;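 further: 0% = DMSO wells and 100% = unlabeled Bim-BH3 peptide control; higher means more loss of mP so more displacement of Bim peptide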
ZTA counter: blocks Epstein-Barr virus ZTA, an EBNA-1 counter-screen; P03206; ZTA-DNA binding, fluorescence polarization; inhibition, % at 11 µM; 320,000 compounds, 0.15% hits; in the data active means inhibition above about 33%
Target sequence (P03206 whole entry, looked up): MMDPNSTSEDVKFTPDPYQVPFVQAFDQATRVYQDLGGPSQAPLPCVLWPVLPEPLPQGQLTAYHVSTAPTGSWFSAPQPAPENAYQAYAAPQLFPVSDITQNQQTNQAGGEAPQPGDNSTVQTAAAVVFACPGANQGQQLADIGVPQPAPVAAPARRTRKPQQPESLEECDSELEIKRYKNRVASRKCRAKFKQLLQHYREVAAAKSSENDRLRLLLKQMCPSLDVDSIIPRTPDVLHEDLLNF
MEX-5 binding: C. elegans MEX-5 TCR-2 RNA binding activity | MEX-5/FITC-TCR2 RNA binding, fluorescence polarization; stronger effect = lower value | activity score (negative = inhibition of binding), % at 10 µM | 300,000 compounds, 0.38% hits | AID 1832;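 active means inhibition past about -25% in most replicates, and total fluorescence under double the plate's negative control median, limit read from the data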;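 further: 0% = DMSO and -100% = 5 µM competing unlabeled TCR2 RNA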
Target sequence (Q9XUB2 whole entry, looked up): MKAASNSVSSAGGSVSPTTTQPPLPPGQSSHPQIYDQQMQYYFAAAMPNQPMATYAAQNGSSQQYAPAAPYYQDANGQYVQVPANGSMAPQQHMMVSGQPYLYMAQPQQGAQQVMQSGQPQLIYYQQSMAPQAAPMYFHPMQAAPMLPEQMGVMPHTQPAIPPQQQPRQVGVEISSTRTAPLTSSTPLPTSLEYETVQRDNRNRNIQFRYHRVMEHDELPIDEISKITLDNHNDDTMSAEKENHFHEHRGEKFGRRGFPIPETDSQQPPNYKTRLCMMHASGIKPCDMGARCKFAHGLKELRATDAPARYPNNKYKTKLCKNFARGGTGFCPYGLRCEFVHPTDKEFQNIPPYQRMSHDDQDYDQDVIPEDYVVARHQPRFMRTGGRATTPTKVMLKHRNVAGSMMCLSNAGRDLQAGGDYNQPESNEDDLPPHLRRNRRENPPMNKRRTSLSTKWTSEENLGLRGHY
BCLXL inh: Bcl-xL (human) inhibition; Q07817; GST-Bcl-xL / FITC-Bim BH3 peptide fluorescence polarization; inhibition, % at 10.9 µM; 320,000 compounds, 0.7% hits;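 active means inhibition above the mean of all tested compounds plus 3 SD, cutoff set per campaign, cut at about 30% in these data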;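 further: 0% = DMSO wells and 100% = unlabeled Bim-BH3 peptide competitor; inhibitors lower millipolarization by displacing the labeled peptide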
Target sequence (Q07817 whole entry, looked up): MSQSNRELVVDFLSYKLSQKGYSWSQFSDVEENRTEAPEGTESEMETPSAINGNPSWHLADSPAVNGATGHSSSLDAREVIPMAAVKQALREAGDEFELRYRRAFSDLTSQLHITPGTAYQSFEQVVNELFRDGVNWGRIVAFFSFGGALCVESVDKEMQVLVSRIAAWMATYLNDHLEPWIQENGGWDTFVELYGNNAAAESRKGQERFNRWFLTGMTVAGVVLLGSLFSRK
An asterisk follows results filed as active; / = not tested or not shown; & = joins results of further samples.

SMILES	Efflux pump mplx	CR mimetic SO	Fam108B inh	GLD-1 TGE inh	EBNA-1 inhibitor	MCL1-BIM inh	ZTA counter	MEX-5 binding	BCLXL inh
Cc1cc2n(n1)SC(Nc1ccc(F)cc1)N2 (stereo not drawn)	0.0	93	-5	4	12	-3	-19	1.5	-19
CCOCCc1nnc(NC(=O)CCc2ccccc2)s1	-0.1	95	2	-7	-11	1	1	2.9	8
CN(C)c1nc(N)nc(-c2cccnc2)n1	0.0	100	4	1	-7	-7	-3	-1.1	-2
COc1ccc(CNC(=S)Nc2cccc(C)c2)cc1	0.0	100	-1	-1	-10	9	-7	2.7	6
COc1ccccc1CNC(=O)COC(=O)C1CCN(c2ccc(C(F)(F)F)cn2)CC1	0.0	117	-4	11	-2	-12	2	-0.4	-13
O=C(O)c1cc(Br)ccn1	-0.1	105	-1	8	3	5	11	-0.6	-3
COc1ccc(CCNS(=O)(=O)c2cc(/C=C/C(=O)O)ccc2C)cc1OC	-0.1	105	0	-2	9	-4	3	1.6	-1
c1ccc(-c2ccc(C(c3ccccc3)n3ccnc3)cc2)cc1 (stereo not drawn)	0.0	90	2	3	-4	8	4	5.0	2
CC(C)CC(=O)Nc1ccc(-c2nc3ccccc3c(=O)[nH]2)cc1	-0.2	100	0	1	4	5	11	-1.7	7
COc1ccccc1NC(=S)N(C(C)C)C(C)c1ccccn1 (stereo not drawn)	0.1	109	1	7	3	4	11	0.1	2
CCCOc1ccc(S(=O)(=O)n2cc(F)c(=O)[nH]c2=O)cc1	0.3	99	2	-1	-11	-7	-5	-1.8	1
O=C(Cc1cccs1)N1CCC(c2nc3c(nnn3Cc3ccccc3Cl)c(=O)[nH]2)CC1	0.0	82	7	5	3	12	-12	-0.2	2
CC(=O)c1cccc(Nc2ncnc3ccc(Br)cc23)c1	-0.5	96	-2	2	-2	-3	-17	-3.2	2
O=C(CSc1ccc(/C=N/NC(=O)c2cccc(F)c2)o1)Nc1ccccc1	-0.1	101	-3	0	-1	5	0	0.2	6
O=C(O)Cc1ccc2oc(-c3ccccn3)nc2c1	0.0	109	-4	-2	7	9	-2	1.6	5
CC(=O)NC(Cc1ccccc1F)C(=O)NC1CCN(C(=O)NCc2ccccc2)CC1 (stereo not drawn)	0.1	128	-9	3	-9	2	-13	0.5	3
CC(=O)Nc1ccccc1Nc1nc(NCCO)nc(N2CCCC2)n1	0.0	98	4	3	11	1	12	1.8	0
COCCNC(=O)C(c1ccc(F)cc1)N(C(=O)CCC(=O)Nc1nccs1)c1cccc(C)c1 (stereo not drawn)	-0.1	111	4	3	7	2	14	/	3
COc1ccc(OC)c(S(=O)(=O)Nc2cc3c4c(c2)CCN4C(=O)CC3)c1	0.0	90	2	0	13	4	-2	-2.0	6
COc1ccccc1CN1CCN(C(=O)c2ccco2)CC1	-0.1	95	1	-4	7	21	12	0.7	6
Cc1ccc(-n2c(-c3cn(C)nc3C)n[nH]c2=S)cc1	0.0	101	-1	8	3	-4	-3	-1.3	-9
Cn1c(=O)c2[nH]c(CCCC(=O)O)nc2n(Cc2ccccc2)c1=S	0.0	109	-1	3	3	7	2	-3.2	5
O=C(NNS(=O)(=O)c1ccccc1)c1csc(-c2cccnc2)n1	-0.1	95	1	3	-1	0	-6	-14	-3
Cc1cc(OCC(=O)NCCCN2CCOCC2)c2c(C)c(C)c(=O)oc2c1	-0.1	92	1	4	8	1	1	0.7	7
Cc1occc1-c1nnc(SCC(=O)N2CCN(c3ccccc3)CC2)n1C	0.0	84	-2	13	4	-1	-30	1.6	-1
COc1ccc(C(=O)CC(=O)C(=O)Nc2c(C)cccc2C)cc1	0.0	73	0	4	6	19	7	0.8	8
Cc1cccc(NC(=O)CN(C)S(=O)(=O)c2ccc(Br)cc2)n1	0.1	83	11	4	4	-5	-3	-0.2	1
CC1Cn2c(nnc2-c2ccc(F)cc2)S1 (stereo not drawn)	-0.1	90	1	7	0	1	10	-0.3	2
CN1CCC(C(=O)N2CCCC(C(=O)c3ccc4c5c(cccc35)CC4)C2)CC1 (stereo not drawn)	-0.1	84	2	1	11	1	-18	6.0	-4
CCc1ccc(/C=C(\C)C(=O)c2c(C)cc(C)[nH]c2=O)cc1	0.1	80	6	1	2	2	-7	-1.2	0
Cc1ccc(C(=O)NCCCCNC(=O)c2ccc(C)o2)o1	-0.1	96	-3	-4	1	8	-8	-2.2	10
Cc1cccc(N2CCN(C(=O)NC3CCCCC3)CC2)c1C	-0.1	99	3	3	11	3	-11	-1.9	2
CCOC(=O)c1cc(NC(=O)N(CC)C2CCCCC2)c(C)nc1C	0.0	118	1	3	-4	10	-2	2.6	4
C=CCn1c(=O)c2ccccc2n2c(SCC(=O)NCCc3ccccc3)nnc12	0.1	80	5	0	7	-2	-6	-2.6	9
CCSc1nnc(CNC(=O)C23CC4CC(CC(C4)C2)C3)n1Cc1ccccc1	0.2	101	1	5	2	-13	-12	-6.7	-11
CCN1C(=O)C(Cc2nc3ccccc3c(=O)n2-c2ccccc2)c2ccccc21 (stereo not drawn)	0.0	99	4	7	1	0	-11	2.3	7
CC(NC(=O)c1ccc(Cn2cc([N+](=O)[O-])cn2)o1)c1ccccc1 (stereo not drawn)	-0.1	88	-2	3	-1	-2	0	2.2	0
O=C(/C=C/c1cccs1)NC(=S)Nc1ccc(S(=O)(=O)Nc2ccccc2C(F)(F)F)cc1	0.2	107	-24	10	0	17	16	-0.8	9
Cc1ccccc1OCC(=O)NC(=S)Nc1ccc(Br)c(C)n1	-0.2	97	6	3	6	7	-4	0.1	0
O=C(COc1ccc(F)cc1Br)NCC1(N2CCOCC2)CCCCC1	0.0	91	/	1	/	-4	-6	/	-1
O=C(c1ccco1)N1CCN(C(=O)C2CC(=O)N(c3ccc(Cl)cc3)C2)CC1 (stereo not drawn)	-0.2	86	0	3	4	-4	-1	-0.3	6
COc1ccc(CC(=O)NNC(=O)c2cccs2)cc1OC	0.0	81	3	3	0	-1	2	-0.2	4
COC(=O)c1nn(-c2ccc(C)cc2)ccc1=O	-0.2	76	4	0	-5	-1	8	-3.6	4
O=C(Nc1cc(S(=O)(=O)N2CCOCC2)ccc1Oc1ccc(F)cc1)C1=COCCO1	-0.2	98	2	2	2	-10	-2	1.2	-10
CCc1cc2ccc(C)cc2nc1SCC(=O)NC1CCCC1	0.0	109	-1	6	-7	9	-10	-1.7	5
O=C(O)CSCC(=O)Nc1cc(C(F)(F)F)ccc1Cl	-0.1	101	-3	6	5	5	-5	-0.5	1
COc1ccc2cc(C(=O)N(C)CC(=O)Nc3ccccc3Br)ccc2c1	0.4	118	/	-7	/	-11	-10	/	-5
CCOc1ccc(S(=O)(=O)N2CCCC(C(=O)NCC3CCCO3)C2)cc1Cl (stereo not drawn)	-0.1	102	0	3	8	1	3	-0.4	4
COCCCOc1ccnc(CS(=O)c2nc3ccccc3[nH]2)c1C (stereo not drawn)	0.0&-0.1	119&97	5&-3	8&-1	-5&-2	23&28	-3&7	-0.4&1.7	13&14
Cc1c(NC=C(C#N)C#N)c(=O)n(-c2ccccc2)n1C	0.0	83	0	35*	-1	75*	2	0.4	86*
Cc1nn2c(-c3cccnc3)ccnc2c1-c1ccccc1	-0.1	108	0	3	-9	-20	-8	1.4	-1
Cc1ccc(C(O)c2nccn2C)o1 (stereo not drawn)	0.1	94	-4	19	-10	21	-23	-5.6	15
Cc1c(OC(C)C(=O)O)ccc2c(-c3ccccc3)cc(=O)oc12 (stereo not drawn)	0.0	93	-10	-2	0	-1	8	-0.4	-1
CCOC(=O)CSc1nc2ccc(NC(=O)CSc3nnnn3Cc3ccccc3)cc2s1	0.1	95	-1	3	-2	11	-5	-1.9	4
COc1ccc(C(=O)C=CNNC(=O)c2ccc(Cl)cc2)cc1	-0.2	102	5	4	-4	8	-10	3.7	1
C=CCn1c(SCC(=O)N2CCN(c3ccccc3)CC2)nc2c([nH]c3ccccc32)c1=O	-0.2	99	-2	-1	-1	-3	-2	-2.3	1
CC(Nc1nc(-c2ccncc2)nc2ccccc12)c1ccccc1 (stereo not drawn)	-0.1	114	6	10	-2	2	-9	1.3	4
O=C1NC(=O)/C(=C\c2ccc(OCc3ccccc3)cc2)S1	0.6	100	-1	4	10	6	11	-0.2	7
CC1(C)CC(=O)C2=C(C1)OC(N)=C(C#N)C2c1ccccc1OC(=O)N1CCOCC1 (stereo not drawn)	-0.1	84	1	2	-3	3	-4	-4.4	10
COc1cc(OC)cc(N(C(=O)c2snc(C(N)=O)c2N)C(C(=O)NCC2CCCO2)c2ccc(C)o2)c1 (stereo not drawn)	0.0	89	0	7	5	4	6	-1.7	6

Entries listed above that bear a hit mark in BCLXL inh.
molecule	Efflux pump mplx	GLD-1 TGE inh	EBNA-1 inhibitor	MCL1-BIM inh	MEX-5 binding	BCLXL inh
Cc1c(NC=C(C#N)C#N)c(=O)n(-c2ccccc2)n1C	0.0	35*	-1	75*	0.4	86*

Compounds above that contain a cyano group, in the order listed:
SMILES	Efflux pump mplx	CR mimetic SO	Fam108B inh	GLD-1 TGE inh	EBNA-1 inhibitor	MCL1-BIM inh	ZTA counter	MEX-5 binding	BCLXL inh
Cc1c(NC=C(C#N)C#N)c(=O)n(-c2ccccc2)n1C	0.0	83	0	35*	-1	75*	2	0.4	86*
CC1(C)CC(=O)C2=C(C1)OC(N)=C(C#N)C2c1ccccc1OC(=O)N1CCOCC1 (stereo not drawn)	-0.1	84	1	2	-3	3	-4	-4.4	10

The list goes on.
SMILES	Efflux pump mplx	CR mimetic SO	Fam108B inh	GLD-1 TGE inh	EBNA-1 inhibitor	MCL1-BIM inh	ZTA counter	MEX-5 binding	BCLXL inh
Cc1ccc(C(=O)N2CCCC(CCC(=O)N3CCN(c4ccccn4)CC3)C2)cn1 (stereo not drawn)	0.1	95	-1	3	0	-6	13	1.4	-1
COc1cccc(NC(=O)N2CCN(c3cccc(C)c3C)CC2)c1	0.0	101	5	9	-5	-4	-23	0.1	1
C/C(CC(=O)NCCCN1CCOCC1)=N\NC(=O)COc1ccc(Cl)cc1	-0.2	96	-1	0	5	-1	-6	1.9	3
CCn1c(SCC(=O)NNC(=O)c2ccc(OC)cc2)nnc1-c1cccnc1	-0.1	97	2	1	-3	-1	1	1.5	5
O=C(CSc1nc2[nH]c(=O)[nH]c(=O)c2s1)Nc1cccc(F)c1	-0.1	94	/	2	/	3	9	/	7
CCC(CC)C(=O)Nc1cc([N+](=O)[O-])ccc1Cl	-0.1	107	-1	5	11	8	16	0.9	6
CS(=O)(=O)c1ccc2nc(NC(=O)c3cccc(NS(=O)(=O)c4ccc(F)c(F)c4)c3)sc2c1	-9.9	110	-12	1	8	7	6	1.4	5
COc1ccc(C(c2c(C)n(C)n(-c3ccccc3)c2=O)c2c(C)n(C)n(-c3ccccc3)c2=O)cc1	0.0	91	2	3	2	12	-6	4.0	6
Cc1ccc2nc(NC(=O)C3CC(=O)N(Cc4ccco4)C3)sc2c1 (stereo not drawn)	1.0	107	-4	-3	-14	-4	-2	0.9	-2
Cc1nn(-c2ccccc2)c2c1c(C)c(CCC(=O)NCC1CCCO1)c(=O)n2C (stereo not drawn)	-0.1	103	1	-1	-1	-5	-13	1.8	0
Cc1cccc(C)c1OCC(=O)Nc1cccc(C(=O)O)c1	-0.1	108	0	-6	9	-4	4	-1.8	0
CCOc1cc(CN2CCN(C(=O)c3cccc4ccccc34)CC2)ccc1OC	0.0	88	-3	1	0	3	-12	-0.7	9
NC(=O)COC(=O)Cc1coc2cc3c(cc12)CCC3	0.0	113	5	13	2	3	7	-1.4	-3
CS(=O)(=O)N1CCN(c2ccccc2NC(=O)c2cccc3ccccc23)CC1	0.1	105	3	1	-4	3	3	3.3	3
